# PAX8 inh HTS: inhibitors of PAX8 transcriptional activity in RMG-I cells. RMG-I TPO-luciferase reporter, SteadyGlo, 24 h. inhibition, % at 12.6 µM. actives 1.2% (n = 360,000). AID 652154;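 active = mean replicate inhibition at least 60% with every replicate also reaching 60%; inconclusive = only one of the two criteria is met; inactive = mean below 60% and not all replicates reaching 60%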;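 also: luciferase light reporting Pax8 driven TPO promoter activity; plate controls were median of neutral control wells for no effect and mitoxantrone controls for full effect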
# DENV2 CPE: protects cells from dengue virus 2 cytopathic effect; CPE inhibition, % at 9.99 µM; actives 1.7% (n = 350,000); DENV2-infected cells, cytopathic effect rescue, plate reader; AID 651640; in the data active = CPE inhibition above about 20%, passing the limit was not always enough; inconclusive = no clear call, values can overlap the other calls; tested in BHK-21 cells;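 also: 0% = median of neutral control wells and 100% = median of positive control wells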
# SIRT5 inh: sirtuin-5 (human) deacylase inhibition. Purified SirT5, succinyl-peptide AMC, trypsin-coupled fluorescence. inhibition, % at 15 µM. actives 1.1% (n = 330,000). AID 652115; in the data active = inhibition above about 15%; inconclusive = no clear call, values can overlap the other calls
# Target sequence (Q9NXA8 whole entry, looked up): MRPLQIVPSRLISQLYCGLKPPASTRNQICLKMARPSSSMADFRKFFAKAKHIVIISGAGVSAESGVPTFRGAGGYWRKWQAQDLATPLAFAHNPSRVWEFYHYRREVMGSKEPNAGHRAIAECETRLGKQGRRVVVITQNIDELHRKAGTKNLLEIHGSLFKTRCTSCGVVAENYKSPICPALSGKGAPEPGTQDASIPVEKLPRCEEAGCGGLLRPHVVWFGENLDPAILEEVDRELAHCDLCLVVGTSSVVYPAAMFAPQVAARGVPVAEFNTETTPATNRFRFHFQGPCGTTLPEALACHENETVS
# LGR2 antag: Drosophila LGR2 receptor signaling inhibition; HEK293 LGR2, CRE-luciferase, bursicon-stimulated, 4 h; inhibition, % at 9.99 µM; actives 0.35% (n = 380,000);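 active = drop in luminescence signal, shown as inhibition above about 50% in the replicate tests, limit read from the data, passing the limit was not always enough; inconclusive = probably only some replicates passing the limit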;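 also: agonist challenge used bursicon conditioned medium at about half maximal strength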
# Casp6 inh: blocks human caspase-6 cleavage activity; purified caspase-6, Z-VEID-R110 cleavage fluorescence; inhibition, % at 12.5 µM; actives 0.53% (n = 350,000);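 active = mean inhibition across replicates at least about 35%, with every replicate also reaching that limit, limit read from the data; inconclusive = only one of the two criteria met; inactive = neither criterion met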;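 also: 0% = median of neutral control wells and 100% = no fluorescence left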
# Target sequence (P55212 24-179 limits assumed): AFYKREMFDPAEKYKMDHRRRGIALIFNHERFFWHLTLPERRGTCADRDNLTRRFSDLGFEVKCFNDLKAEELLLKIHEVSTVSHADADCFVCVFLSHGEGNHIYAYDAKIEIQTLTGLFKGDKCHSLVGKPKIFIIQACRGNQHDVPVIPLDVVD
# Target sequence (P55212 194-293 limits assumed): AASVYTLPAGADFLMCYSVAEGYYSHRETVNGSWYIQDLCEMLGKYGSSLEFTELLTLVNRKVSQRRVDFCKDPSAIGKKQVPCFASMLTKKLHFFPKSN
# ARNT TACC3 PPI: ARNT/TACC3 interaction disruption | actives 0.66% (n = 390,000) | Q9Y6A5 | AlphaScreen His-ARNT PAS-B/GST-TACC3 binding, luminescence; TACC3 fragment carries E629A point mutation | inhibition, % at 9.99 µM;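 active = mean inhibition of replicates at least 50% and at least half of replicates each reaching 50%; inconclusive = half or more replicates reach 50% but mean below 50%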;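 also: 0% = complete ARNT plus TACC3 wells and 100% = ARNT alone without TACC3; many hits fall short of the cut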
# EWS-Fli block: inhibitors of EWS/Fli oncoprotein transcriptional activity. A673 NR0B1-luciferase reporter, viability-normalised. inhibition, % at 12.6 µM. actives 0.67% (n = 350,000). AID 651661;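 active = mean inhibition of at least 50% after viability correction, with every replicate also passing that limit; inconclusive = mean reaches 50% but only one of two replicates passes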;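 also: firefly luciferase signal divided by Alamar Blue viability fluorescence both relative to DMSO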
# An asterisk follows results filed as active; ? = inconclusive; · = no result given.
SMILES,PAX8 inh HTS,DENV2 CPE,SIRT5 inh,LGR2 antag,Casp6 inh,ARNT TACC3 PPI,EWS-Fli block
Cc1ccsc1C(=O)C1CCCN(Cc2cccn2-c2ccccn2)C1 (stereo not given),-5.4,1.1,-3.1,14.9,-0.6,5.7,12.0
O=C(c1ccc(Cl)cc1)C1CCCN(Cc2ccc3ncccc3c2)C1 (stereo not given),-7.9,-5.0,-7.9,6.4,-0.3,7.4,4.4
O=[As](O)(O)c1ccc(N=Nc2ccc(O)cc2)cc1,-1.1,-5.2,11.3,3.7,24.8,-15.5,-17.4
Cc1cc(OCc2ccc([N+](=O)[O-])cc2)c2c3c(c(=O)oc2c1)CCCC3,2.5,151.3*,0.3,16.2,-2.1,-4.0,-1.5
COc1ccc(C(=O)Nc2cccc(S(=O)(=O)NCc3ccco3)c2)cc1,7.1,5.5,·,·,2.8,-1.4,-9.1
COC(=O)C1=C(c2ccc(-c3ccccc3)c(F)c2)C[C@@H]2CC[C@H]1N2C(=O)N1CCc2cc(OC)c(OC)cc2C1,37.4,-2.2,·,33.2,-1.6,-0.3,15.2
O=C(c1cc(C(=O)NCc2ccc(Cl)cc2)c(=O)n(Cc2ccc(Cl)cc2)c1)c1cc(F)ccc1O,29.9,-6.8,-5.3,11.9,2.5,-3.4,22.9
c1ccc(C2CC2)c(OCC2=NCCN2)c1,-6.4,74.6*,1.8,8.4,-6.2,·,4.2
O=C(NC(Cc1cnc[nH]1)C(=O)O)c1ccccc1 (stereo not given),-5.6,5.7,-2.7,4.6,-0.8,-5.7,-0.8
O=C(Cc1ccccc1)N1CCCCN2[C@@H](CO)[C@H](c3ccc(-c4ccccc4)cc3)[C@@H]2C1,-16.8,4.1,2.7,13.7,1.5,18.2,·
COC(=O)C1=C(c2cccc(OCc3ccccc3)c2)C[C@@H]2CC[C@H]1N2C(=O)NCc1ccccc1OC,59.8,3.7,-1.3,7.0,-2.6,-1.7,4.5
Cn1cc(C=O)c2nccnc21,3.3,15.1,-0.5,-4.1,-0.6,·,9.2
C=C[C@H]1CN2CC[C@H]1C[C@H]2[C@H](O)c1ccnc2ccccc12,9.8,14.4,-0.5,-4.4,-5.1,9.7,4.5
CCN(CC)S(=O)(=O)c1ccc(C)c(NCC(=O)Nc2ccc(C#N)c(Cl)c2)c1,4.2,·,·,-5.6,·,-0.1,·
O=C(c1ccccc1F)N1CCC2(CC1)OCCO2,-2.0,4.0,-3.6,-4.6,0.7,-23.1,-3.6
C1CCCN(C2CCNCC2)CC1,-2.6,2.4,-2.9,5.0,-148.0,-3.1,-1.0
CCN(CC)CCCN=C(C)c1c(O)n(-c2ccc(C)cc2)c(=O)[nH]c1=O,·,-5.7,-0.7,14.3,-56.2,0.9,6.8
COc1ccc(Oc2cc(NC(=O)c3nn(C)cc3[N+](=O)[O-])cc([N+](=O)[O-])c2)cc1,·,2.7,-4.9,3.6,1.4,-3.8,27.6
c1cncc(C2Nc3cccc4cccc(c34)N2)c1,16.5,2.1,-4.7,-25.4,-3.0,0.3,14.9
CNc1cc(N2CCNCC2)ccc1[N+](=O)[O-],10.0,-7.9,-3.2,-6.8,-1.3,-4.2,5.0
C1=C(c2c[nH]c3ccccc23)CCN(Cc2ccccc2)C1,64.2*,2.4,-2.5,15.2,3.1,-13.4,25.7
COc1ccc(-n2c(O)c(C=NCc3ccc4c(c3)OCO4)c(=O)[nH]c2=O)cc1,7.2,-0.9,-0.7,2.4,-1.7,-2.2,-4.4
Nc1ccc2cc(Br)ccc2c1,8.5,·,10.1,-22.2,5.3,-4.5,-15.8
COc1ccc(N2C(=O)NC(=O)/C(=C\c3cn(CC(=O)N4CCOCC4)c4ccccc34)C2=O)c(OC)c1,11.6,-15.8,·,12.9,16.0,-1.6,3.4
COc1ccc(OCC(=O)N2CCN(Cc3ccc4c(c3)OCO4)CC2)cc1,6.2,2.5,1.8,6.9,5.1,-3.4,-0.3

# Continued:
SMILES,PAX8 inh HTS,DENV2 CPE,SIRT5 inh,LGR2 antag,Casp6 inh,ARNT TACC3 PPI,EWS-Fli block
Cn1cnc(CCN)c1,-0.3,1.0,1.4,·,·,3.3,-9.5
CCCN1CCCC(C(=O)c2cc(C)c(OC)c(C)c2)C1 (stereo not given),0.6,5.5,2.8,1.6,-1.8,-10.4,-3.7
CCOC(=O)C1(CCc2ccccc2)CCN(CC(O)CO)CC1 (stereo not given),1.5,2.8,0.7,·,-1.6,-2.9,-30.7
CC(=O)Nc1ccc(S(=O)(=O)N2Cc3ccccc3-n3nncc3C2)cc1,12.1,8.1,0.2,-3.5,1.6,·,5.1
O=C1NC(=O)N(Cc2ccco2)C(=O)/C1=C/C=C/c1ccco1,13.7,-3.2,15.3*,2.5,88.2*,-12.0,60.6*
O=C(c1ccc(Cl)cc1)C1CCCN(Cc2ccc3c(c2)OCCO3)C1 (stereo not given),-106.1,-0.8,3.9,·,-2.1,2.6,4.9
COC(=O)C1=C(c2cc3ccccc3o2)C[C@@H]2CC[C@H]1N2C(=O)NCCCOC(C)C,0.4,-10.0,0.7,11.2,-0.8,-0.8,14.2
CCOc1cc(CNCCc2c[nH]c3ccccc23)cc(Cl)c1OCC,-3.1,-0.2,-1.5,23.3,-9.0,17.2,-3.4
COc1ccccc1C=C1C(=O)NC(=S)NC1=O,13.8,-1.2,·,-17.4,1.2,0.2,1.6
Cc1cc(Oc2ccc(C(F)(F)F)cc2[N+](=O)[O-])c2c3c(c(=O)oc2c1)CCCC3,30.3,5.7,-4.5,4.9,3.9,-1.2,11.5
C[N+]1(C)C2CCC1CC(OC(=O)C(CO)c1ccccc1)C2 (stereo not given),-17.5,9.4,1.7,-66.4,-1.1,-8.4,13.1
COc1ccccc1C1C([N+](=O)[O-])=C(N)Oc2c1c(=O)oc1ccccc21 (stereo not given),6.2,0.2,-5.9,2.1,7.1,-2.2,3.9
Cc1nn(CC(C)C)c(Cl)c1C(=O)NC1CCCCC1,-23.8,?,-2.7,-10.4,0.5,-1.3,-22.5
Cc1nc2ccc(Cl)cc2c(=O)n1-c1cccc(Cl)c1,15.4,6.4,-2.3,5.3,-1.8,5.8,-6.8
CC(=O)Nc1ccc(C(=O)C(Cc2ccccc2)N(C)C)cc1 (stereo not given),-24.2,-1.3,18.6*,-11.8,0.0,0.8,-24.6
O=C1CC(=O)N(Cc2ccccc2)C(=O)N1,4.7,1.2,-2.4,-18.1,1.4,-10.0,-3.3
CN1CCCC(C(=O)c2ccc(Cl)cc2)C1 (stereo not given),6.7,-0.7,·,-10.5,3.4,4.8,2.1
CCCCn1c(=O)c(C(=O)NC(C)c2ccccc2)c(O)c2ccccc21 (stereo not given),2.8,-20.4,-3.7,8.7,-1.0,-43.8,6.0
Nc1ccccc1C(=O)OCCc1ccccc1,·,77.8*,·,-29.7,-2.8,·,-150.2
O=C(Cc1ccccn1)N1CC2(C1)[C@H](c1ccccc1)[C@H](CO)N2Cc1ccccn1,-4.8,13.0,-1.1,2.6,0.3,·,1.1
CC(=NCc1cccnc1)c1c(O)n(-c2ccccc2C)c(=O)[nH]c1=O,·,-3.1,27.2*,11.2,-1.2,-0.5,-9.0
CCC(=O)c1ccc(OCC(=O)N2CCN(CC(=O)Nc3ccc(C)cc3)CC2)cc1,5.6,?,1.3,-2.2,1.5,-7.0,7.1
Cc1ccsc1C(=O)C1CCCN(Cc2cnc(N3CCOCC3)s2)C1 (stereo not given),11.3,-4.3,-1.2,26.8,0.9,·,3.4
CN1CCN(c2nc(N)c(Br)c(Cl)n2)CC1,20.6,-4.6,1.4,24.5,-6.4,·,2.6
CN1CC(C(=O)c2ccc(Cl)cc2)C(c2ccc(N(C)C)cc2)C1 (stereo not given),3.3,-2.3,-4.6,19.0,-3.0,16.6,15.1

# An excerpt from above in order of molar mass, highest first.
SMILES,PAX8 inh HTS,DENV2 CPE,SIRT5 inh,LGR2 antag,Casp6 inh,ARNT TACC3 PPI,EWS-Fli block
O=C(c1cc(C(=O)NCc2ccc(Cl)cc2)c(=O)n(Cc2ccc(Cl)cc2)c1)c1cc(F)ccc1O,29.9,-6.8,-5.3,11.9,2.5,-3.4,22.9
COc1ccc(N2C(=O)NC(=O)/C(=C\c3cn(CC(=O)N4CCOCC4)c4ccccc34)C2=O)c(OC)c1,11.6,-15.8,·,12.9,16.0,-1.6,3.4
COC(=O)C1=C(c2cccc(OCc3ccccc3)c2)C[C@@H]2CC[C@H]1N2C(=O)NCc1ccccc1OC,59.8,3.7,-1.3,7.0,-2.6,-1.7,4.5
O=C(Cc1ccccc1)N1CCCCN2[C@@H](CO)[C@H](c3ccc(-c4ccccc4)cc3)[C@@H]2C1,-16.8,4.1,2.7,13.7,1.5,18.2,·
Cc1ccsc1C(=O)C1CCCN(Cc2cnc(N3CCOCC3)s2)C1 (stereo not given),11.3,-4.3,-1.2,26.8,0.9,·,3.4
CC(=O)Nc1ccc(S(=O)(=O)N2Cc3ccccc3-n3nncc3C2)cc1,12.1,8.1,0.2,-3.5,1.6,·,5.1
O=C(c1ccc(Cl)cc1)C1CCCN(Cc2ccc3c(c2)OCCO3)C1 (stereo not given),-106.1,-0.8,3.9,·,-2.1,2.6,4.9
Cc1ccsc1C(=O)C1CCCN(Cc2cccn2-c2ccccn2)C1 (stereo not given),-5.4,1.1,-3.1,14.9,-0.6,5.7,12.0
O=C(c1ccc(Cl)cc1)C1CCCN(Cc2ccc3ncccc3c2)C1 (stereo not given),-7.9,-5.0,-7.9,6.4,-0.3,7.4,4.4
CC(=NCc1cccnc1)c1c(O)n(-c2ccccc2C)c(=O)[nH]c1=O,·,-3.1,27.2*,11.2,-1.2,-0.5,-9.0
CN1CC(C(=O)c2ccc(Cl)cc2)C(c2ccc(N(C)C)cc2)C1 (stereo not given),3.3,-2.3,-4.6,19.0,-3.0,16.6,15.1
O=[As](O)(O)c1ccc(N=Nc2ccc(O)cc2)cc1,-1.1,-5.2,11.3,3.7,24.8,-15.5,-17.4
CCCN1CCCC(C(=O)c2cc(C)c(OC)c(C)c2)C1 (stereo not given),0.6,5.5,2.8,1.6,-1.8,-10.4,-3.7
C1=C(c2c[nH]c3ccccc23)CCN(Cc2ccccc2)C1,64.2*,2.4,-2.5,15.2,3.1,-13.4,25.7
O=C(c1ccccc1F)N1CCC2(CC1)OCCO2,-2.0,4.0,-3.6,-4.6,0.7,-23.1,-3.6
COc1ccccc1C=C1C(=O)NC(=S)NC1=O,13.8,-1.2,·,-17.4,1.2,0.2,1.6
Nc1ccccc1C(=O)OCCc1ccccc1,·,77.8*,·,-29.7,-2.8,·,-150.2
c1ccc(C2CC2)c(OCC2=NCCN2)c1,-6.4,74.6*,1.8,8.4,-6.2,·,4.2

# Carrying on:
SMILES,PAX8 inh HTS,DENV2 CPE,SIRT5 inh,LGR2 antag,Casp6 inh,ARNT TACC3 PPI,EWS-Fli block
O=C(c1cn(Cc2ccccc2)c2ccccc12)C1CC1,-18.0,1.7,-1.3,-14.0,0.6,-1.3,1.0
CCOC(=O)[C@]12Cc3cc(OC)c(OC)cc3[C@H]1N(Cc1ccccc1)C(=O)c1ccccc12,10.4,?,·,15.1,4.4,-4.8,-6.6
CCOP(=S)(OCC)Oc1ccc2c(C)c(Cl)c(=O)oc2c1,2.8,-7.7,2.6,7.8,0.6,·,-1.0
CC(Cc1ccsc1)NCc1cn[nH]c1-c1ccc(F)cc1F (stereo not given),4.9,11.2,-0.2,-9.5,-2.2,2.2,0.5
COC1=C[C@@H]2[C@@H]3Cc4ccc(OC)c(O)c4[C@]2(CCN3C)CC1=O,-4.3,-2.3,-0.4,-6.3,·,-0.2,-12.8
Oc1cc2c(cc1CN1CCN(c3ccccc3F)CC1)OCO2,2.8,-0.6,·,9.6,7.4,·,-3.5
CN(C)c1ccc(/C=C2\CC3C4CC=C5CC(O)CCC5(C)C4CCC3(C)C2=O)cc1 (stereo not given),-8.5,·,·,-6.7,·,-5.5,·
COc1cc(/C=C2\C(=O)NC(=O)N(c3ccccc3)C2=O)c([N+](=O)[O-])cc1OC,2.7,-7.1,-0.4,0.1,4.2,1.8,6.8

# Source: PubChem (Broad Institute)

# The list is partial; the hit share may differ from the screen's.
